PAFAH1B2 inh = blocks human PAF acetylhydrolase 1b catalytic subunit 2. P68402. recombinant PAFAH1B2, FP-rhodamine activity probe, fluorescence polarization. inhibition, % at 3.39 µM. 1.2% of 340,000 active. AID 492953;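 active = inhibition above the mean of all tested compounds plus 3 SD, cut at about 24% in these data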;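 note: 0% = enzyme with DMSO and 100% = wells lacking PAFAH1B2; many of its hits are not listed in these tables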
Target sequence (P68402 whole entry, looked up): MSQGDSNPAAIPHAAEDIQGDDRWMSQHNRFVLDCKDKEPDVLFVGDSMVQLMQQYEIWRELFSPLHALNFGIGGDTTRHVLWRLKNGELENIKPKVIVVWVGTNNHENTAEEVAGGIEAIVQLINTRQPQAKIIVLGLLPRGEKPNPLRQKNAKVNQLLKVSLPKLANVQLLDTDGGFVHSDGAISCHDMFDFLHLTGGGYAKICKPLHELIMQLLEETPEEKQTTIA
PAFAH2 inh = inhibitors of human PAFAH2; Q99487; recombinant PAFAH2, FP-rhodamine activity probe, fluorescence polarization; inhibition, % at 3.39 µM; 0.99% of 340,000 active; AID 492956;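 active = inhibition above the mean over all tested compounds plus 3 SD, cut at about 30% in these data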;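 note: inhibitors block probe labeling of enzyme so polarization drops; 0% = enzyme with DMSO and 100% = wells lacking PAFAH2 protein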
pPAFAH FP inh = inhibitors of human plasma PAF acetylhydrolase (pPAFAH). recombinant pPAFAH, FP-rhodamine probe fluorescence polarization. Q13093. inhibition, % at 3.39 µM. 1.5% of 330,000 active;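 active = inhibition above the mean inhibition across the screen plus 3 SD, cut at about 25% in these data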;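 note: inhibitors block binding of the rhodamine activity-based probe so polarization drops; 0% = enzyme with DMSO and 100% = wells lacking pPAFAH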
LYPLA2 counter = LYPLA2 (human) inhibition in PME1 counter-screen | recombinant LYPLA2, FP-Rh probe fluorescence polarization | inhibition, % at 5.9 µM | 0.38% of 320,000 active | AID 2177;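 active = inhibition above the screen-wide mean plus 3 SD, limit set per campaign, cut at about 26% in these data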;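 note: 0% = LYPLA2 with DMSO and 100% = wells lacking LYPLA2 enzyme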
PREPL inh = inhibitors of human prolyl oligopeptidase-like enzyme PREPL. Q4J6C6. recombinant PREPL, fluorescence polarization activity-based probe. inhibition, % at 5.96 µM. 0.68% of 320,000 active. AID 2751; in the data active = inhibition above about 43%;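 note: 0% = enzyme with DMSO and 100% = wells lacking enzyme; many of its hits are not listed in these tables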
PAFAH1B3 inh = inhibitors of human PAFAH1B3; recombinant PAFAH1B3, FP-rhodamine probe, fluorescence polarization; inhibition, % at 3.39 µM; 0.28% of 340,000 active;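 active = inhibition above the screen-wide average of all tested compounds plus 3 SD, cut at about 25% in these data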;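 note: 0% = enzyme with DMSO only and 100% = wells lacking PAFAH1B3 protein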
Target sequence (Q15102 whole entry, looked up): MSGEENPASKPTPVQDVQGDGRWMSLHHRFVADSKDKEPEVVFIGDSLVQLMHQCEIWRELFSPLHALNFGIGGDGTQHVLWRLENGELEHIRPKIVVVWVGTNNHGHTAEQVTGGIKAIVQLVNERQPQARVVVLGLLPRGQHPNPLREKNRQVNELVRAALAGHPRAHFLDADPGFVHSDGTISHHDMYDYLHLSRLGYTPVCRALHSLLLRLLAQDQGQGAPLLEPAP
LYPLA1 inh = LYPLA1 (human) inhibition in PME1 counter-screen; O75608; recombinant LYPLA1, FP-Rh probe fluorescence polarization; inhibition, % at 5.9 µM; 0.16% of 320,000 active;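 active = inhibition above the mean of all tested compounds plus 3 SD, set per campaign, cut at about 14% in these data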;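 note: inhibitors block serine hydrolase probe labeling of LYPLA1 so polarization falls; 0% = enzyme with DMSO and 100% = wells lacking LYPLA1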
Target sequence (O75608 whole entry, looked up): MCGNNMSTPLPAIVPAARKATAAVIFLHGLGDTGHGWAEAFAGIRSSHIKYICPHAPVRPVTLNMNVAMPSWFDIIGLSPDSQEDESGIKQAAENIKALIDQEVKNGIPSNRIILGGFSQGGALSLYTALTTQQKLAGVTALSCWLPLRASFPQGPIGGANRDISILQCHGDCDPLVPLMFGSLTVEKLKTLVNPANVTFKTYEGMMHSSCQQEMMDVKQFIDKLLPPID
GSTO1 inh = GSTO1 inhibition, counter-screen for RBBP9 inhibitors | inhibition, % at 5.96 µM | recombinant GSTO1, activity-based probe fluorescence polarization | P78417 | 1.1% of 300,000 active;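 active = inhibition above the campaign mean inhibition plus 3 SD, cut at about 35% in these data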;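 note: 0% = GSTO1-1 with DMSO and 100% = wells lacking GSTO1-1 enzyme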
Target sequence (P78417 whole entry, looked up): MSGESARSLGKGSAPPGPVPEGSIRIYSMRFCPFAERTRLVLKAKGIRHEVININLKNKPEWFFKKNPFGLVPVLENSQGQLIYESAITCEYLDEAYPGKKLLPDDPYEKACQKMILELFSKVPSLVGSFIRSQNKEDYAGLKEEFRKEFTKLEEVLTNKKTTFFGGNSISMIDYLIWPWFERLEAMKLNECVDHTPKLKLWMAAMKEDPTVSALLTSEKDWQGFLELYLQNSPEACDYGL
PAD4 inh = inhibitors of human PAD4 | Q9UM07 | inhibition, % at 6.36 µM | recombinant PAD4, RCA probe fluorescence polarization | AID 485272 | 0.41% of 330,000 active;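 active = percent inhibition above a cutoff equal to the mean of all tested compounds plus 3 SD, cut at about 15% in these data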;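 note: 0% = PAD4 with RCA probe and DMSO and 100% = probe without PAD4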
* = called active by the depositor; / = not tested or not shown.

SMILES	PAFAH1B2 inh	PAFAH2 inh	pPAFAH FP inh	LYPLA2 counter	PREPL inh	PAFAH1B3 inh	LYPLA1 inh	GSTO1 inh	PAD4 inh
CSCCC(NS(=O)(=O)c1ccc2ccccc2c1)C(=O)O (stereo unspecified)	11	6	0	-2	2	6	0	5	1
CC(NC(=O)c1ccc(CS(C)(=O)=O)cc1)c1ccc(-c2ccccc2)cc1 (stereo unspecified)	0	0	21	-1	12	-6	0	-10	-6
O=C(CCc1nc(-c2ccccc2F)no1)NCCN1CCN(Cc2ccccc2)CC1	9	-9	4	-2	15	4	-2	2	0
COc1ccc(-c2noc(CN3CCN(c4ccccc4F)CC3)n2)cc1OC	1	-3	8	6	-12	3	1	-3	0
Cc1noc(C)c1COc1ccc(C(=O)OCC(=O)Nc2ccc3c(c2)OCO3)cc1	0	80*	15	5	11	3	-1	2	1
Clc1nc(NCCN2CCOCC2)nc(NCc2ccccc2)n1	-1	0	4	-12	1	9	-6	3	4
CSc1nc2ccc(NC(=O)C3CCCO3)cc2s1 (stereo unspecified)	0	4	1	6	-5	11	0	-1	-5
Cc1onc(-c2ccccc2Cl)c1C(=O)Nc1ncn[nH]1	2	0	7	-3	19	3	-1	-3	-5
COC(=O)c1cccnc1-n1c(=O)c2cccnc2n(Cc2cccc(C(F)(F)F)c2)c1=O	-3	-5	6	9	-2	-3	0	-2	3
CCn1cc(C(=O)NCCCN2CCN(C)CC2)c(=O)c2cc(S(=O)(=O)N3CCc4ccccc4C3)ccc21	4	-3	3	-2	6	10	-1	3	-1
COC(=O)C1CCN(C(=O)Cc2ccccc2OC)CC1	2	3	-6	-5	6	2	-4	5	0
S=C1N(c2ccccc2)C(c2ccccc2)N2CCCN12 (stereo unspecified)	12	-2	0	5	12	9	6	26	4
CS(=O)(=O)Nc1ccc(C(=O)NCCc2ccccc2)cc1	5	2	-2	-1	6	-4	1	2	1
CCOC(=O)CCNC(=O)CCc1nnc(CCCc2ccccc2)o1	1	-8	5	4	-2	8	1	5	-2
COCC(=O)n1nc(-c2ccc(Cl)cc2)nc1NCc1ccc(F)cc1	2	3	-1	-1	11	1	-4	0	1
Cn1c(SCC(=O)NCc2ccc(F)cc2)nc2c([nH]c3ccccc32)c1=O	/	/	-10	-14	0	/	-5	-6	-4
O=C(Nc1ccc([N+](=O)[O-])cc1)/C(=C/c1cccc([N+](=O)[O-])c1)NC(=O)C1CCCCC1	0	-5	-5	-54	26	2	-12	2	3
CSCCC(NC(N)=O)C(=O)NCC1CCCCC1 (stereo unspecified)	4	-6	5	1	-5	5	1	1	0
Cc1ccc(S(=O)(=O)N(CC(=O)N/N=C/c2ccco2)c2cc(Cl)cc(Cl)c2)cc1	-5	3	-2	-27	-25	-1	-13	-3	-10
O=[N+]([O-])c1ccc(N2CCN(c3ccccn3)CC2)c(Cl)c1	2	2	9	5	17	9	0	1	-5
Cc1cc(C)n2nc(SCc3cc(=O)oc4cc(C)c(C)cc34)nc2n1	/	/	1	5	41	/	3	-2	2
O=C1NC2=C(C(=O)OC2)C(c2ccc(OC(F)(F)F)cc2)N1 (stereo unspecified)	2	2	4	0	3	9	0	10	-4
COc1ccccc1NC(=S)NCCc1ccc(F)cc1	6	15	6	-1	-6	10	1	-2	-3
CNC(=O)Cc1csc2ccc(C)cc12	6	1	-7	11	17	3	5	-1	3
COc1cc(OC)c(C2=NOC(C(=O)Nc3c(C)nn(CC(=O)N4CCCC4)c3C)C2)cc1Cl (stereo unspecified)	5	2	4	-3	-1	9	-4	1	4
O=C(Cn1c(NCCO)nc2ccccc21)NCCc1ccccc1	1	3	4	-1	0	5	0	-2	4
CCOC(=O)C1=C(c2ccccc2)NC(=O)NC1c1ccc(O)c(Cl)c1 (stereo unspecified)	5	2	-2	-4	-5	9	2	2	-8
CCC(c1nnc(SCC(=O)Nc2cc(Cl)ccc2C#N)n1C1CCCCC1)N(C)C (stereo unspecified)	0	-8	1	2	3	4	-2	3	0
CCN(CC)Cc1cc(NC2=NS(=O)(=O)c3ccccc32)ccc1OC(=O)C(C)C	3	-3	0	3	0	-5	1	5	-3
C[C@@H](C(=O)N1CCN(c2ccccc2)CC1)N1C(=O)C2CC=CCC2C1=O (stereo partly specified)	15	6	6	/	17	8	/	/	2
O=C(Nc1cccc(C(=O)NC2CCCC2)c1)c1ccccc1	0	-4	-5	-9	4	0	-9	-14	-2
COc1cc(/C=C/C(=O)OCC(=O)Nc2ccc3c(c2)OCCO3)ccc1OCC#N	-2	42*	-4	1	9	4	0	1	0
CC(=O)N1CCN(c2ccccc2NC(=O)COc2ccc(Cl)cc2Cl)CC1	-5	20	-1	-1	15	-4	1	-8	6
CCOc1ccc(C(C)=O)cc1COc1ccc(-n2cnnn2)cc1	0	4	-2	7	-5	10	-1	-1	-3
O=C(Nc1cccc(S(=O)(=O)N2CCCCC2)c1)c1cnccn1	0	-2	-3	-2	3	1	1	4	-1
C=CCN(c1ccc(C(=O)NCCSc2ccccc2)cc1)S(C)(=O)=O	0	5	-2	2	-25	2	-3	-6	5
Oc1cccc2c(NC(=S)Nc3ccc(SC(F)F)cc3)cccc12	5	2	12	-4	12	8	-11	3	-2
CN(NC(=O)c1ccc(Cl)cc1)c1ncc(C(F)(F)F)cc1Cl	0	4	1	-6	-5	-1	-4	9	2
O=C(CN1CCCCCC1)Nc1ccc(S(=O)(=O)N2CCCCC2)cc1	5	-7	10	4	0	7	1	-4	-9
CC(=O)NC1(c2ccccc2)CCN(c2cc(C)nc(-c3ccccc3)n2)CC1	-3	-1	4	8	5	4	-2	-4	-3

The final four compounds of the section before open the next one.
SMILES	PAFAH1B2 inh	PAFAH2 inh	pPAFAH FP inh	LYPLA2 counter	PREPL inh	PAFAH1B3 inh	LYPLA1 inh	GSTO1 inh	PAD4 inh
Oc1cccc2c(NC(=S)Nc3ccc(SC(F)F)cc3)cccc12	5	2	12	-4	12	8	-11	3	-2
CN(NC(=O)c1ccc(Cl)cc1)c1ncc(C(F)(F)F)cc1Cl	0	4	1	-6	-5	-1	-4	9	2
O=C(CN1CCCCCC1)Nc1ccc(S(=O)(=O)N2CCCCC2)cc1	5	-7	10	4	0	7	1	-4	-9
CC(=O)NC1(c2ccccc2)CCN(c2cc(C)nc(-c3ccccc3)n2)CC1	-3	-1	4	8	5	4	-2	-4	-3
CCN(CC)S(=O)(=O)c1cc(C(=O)OCC(=O)Nc2cccc(C)c2C)ccc1F	0	24	23	-6	12	10	-4	-7	-5
O=C1C2CC=CCC2C(=O)N1CNc1ccccc1 (stereo unspecified)	-3	5	5	3	9	3	1	2	1
CCOC(=O)N1CCN(C(=O)Cc2ccccc2OC)CC1	2	2	-3	0	-1	9	0	-2	-2
CC(C)=NNc1nc(-c2ccccc2)cs1	6	-3	7	3	9	5	-3	8	0
CCC(=O)Nc1c2c(nn1-c1ccc([N+](=O)[O-])cc1)CS(=O)(=O)C2	7	2	-1	2	14	-2	1	2	0
O=C1c2ccccc2C(=O)N1CCCOCc1c[nH]c(=O)[nH]c1=O	-1	-7	-3	6	10	2	4	8	2
Cc1cccc(NS(=O)(=O)c2cnc[nH]2)c1	-1	0	5	-1	9	4	2	4	-3
O=C(O)c1ccc(NC(=O)c2ccc(Cl)cc2)c(NC(=O)c2ccc(Cl)cc2)c1	6	-1	3	6	-22	0	-5	-4	-7
CC(=O)N(CCP(=O)(c1ccccc1)c1ccccc1)Cc1ccco1	2	3	3	7	11	5	-1	3	-3
CC(=O)Nc1ccc2nc(SCC(=O)O)sc2c1	1	8	3	1	-1	3	3	24	-3
Cc1ccc(N=C2NC(=O)/C(=C/c3cccn3C)S2)cc1C	/	/	17	-4	38	/	-5	6	-2
CN(C)CCn1c(=O)n(Cc2ccco2)c(=O)c2c3c(sc21)CCCCC3	3	-3	12	-2	8	4	-4	1	-7
CCN(CC(=O)Nc1c(F)cccc1F)C(=O)c1ccc(S(=O)(=O)N2CCCCC2)cc1	0	4	2	0	-1	10	0	3	5
O=C(Cn1cc(C(F)(F)F)ccc1=O)Nc1cccc(S(=O)(=O)N2CCOCC2)c1	2	-1	-3	12	-4	-1	1	-2	-3
O=C(Nc1nccs1)C1CCCN1/C=C/C(=O)C(F)(F)F (stereo unspecified)	2	6	3	-4	12	-2	-5	4	-1
C=CCn1c(CC#N)nnc1N1CCOCC1	8	1	-2	3	4	-2	-1	1	-8
CCCCn1c(N)c(N(CCC(C)C)C(=O)CC2CCCC2)c(=O)[nH]c1=O	-1	-4	-2	-4	8	5	0	0	2
COc1ccc(Cc2nc3ccc(C(=O)NCc4cc(C)no4)cc3o2)cc1	-3	-2	-1	-3	-5	1	-1	5	1
C/C(=N/NC(=O)c1ccncc1)c1cc2ccc(O)cc2oc1=O	4	0	-4	-1	4	7	1	1	-6
CCn1c(=O)c(-c2cc(=O)[nH][nH]2)c(O)c2ccccc21	5	5	4	7	13	6	-2	15	8
Cc1nn(CC#N)c(=O)n1-c1ccc(F)cc1	3	2	-6	-4	10	0	1	2	6
O=C(NCc1ccccc1Cl)c1cnc2n(c1=O)CCS2	-1	8	5	-1	2	-3	0	2	5
Cc1onc(-c2ccccc2Cl)c1C(=O)OCC(=O)c1ccc[nH]1	2	3	4	-5	-5	-1	-1	-6	-2
Cc1cc(OCc2cc(C(=O)N(C)CCCN3CCOCC3)no2)cc(C)c1Cl	0	8	-1	7	-7	-1	2	0	1
CC(OC(=O)CN1C(=O)COc2ccccc21)C(=O)NCc1ccc(F)cc1 (stereo unspecified)	-3	-1	3	3	17	3	-1	11	-3
CN(C)CCCN(Cc1ccccc1)C(=S)Nc1ccc(F)c(Cl)c1	0	0	1	1	-13	7	-3	4	4
COc1cc(C2NC(=O)NC(C)=C2C(C)=O)ccc1O (stereo unspecified)	4	-4	0	5	-6	2	3	-3	-7
COc1ccccc1NC(=S)N(Cc1ccc(C)cc1)Cc1ccccn1	3	12	1	0	3	2	-3	6	1
O=C(Nc1ccc(-n2cc(Br)cn2)cc1)c1ccncc1	-2	1	-4	-1	-4	3	-4	2	2
CN(CC(=O)Nc1cccc2ccccc12)C(=O)/C=C/c1cccs1	-1	-8	0	1	19	6	3	2	6
COc1ccc(N(CC(=O)NCc2ccc(Cl)cc2)S(=O)(=O)c2c(C)n[nH]c2C)cc1	3	5	2	-7	-13	4	0	3	1
O=C1CCC(Cc2ccccc2)N1 (stereo unspecified)	3	-10	0	-5	4	-3	0	3	-1
CC(C)C(O)(CC#CCN1CCCC1)c1ccccc1 (stereo unspecified)	3	4	0	3	15	6	-1	7	-2
CCN(CC)c1ccc(NC(=O)C2CCCC2)cc1	-5	-3	4	-4	16	11	-2	12	-3
COc1cccc(OC)c1OCCCOc1cccc2cccnc12	2	0	0	1	1	9	1	3	-4
COc1ccc(C=Nc2cccc3ncccc23)cc1	1	5	7	6	8	1	4	7	-2
Clc1ccc2nc(CSc3nnc4ccccn34)cn2c1	-3	3	0	4	16	5	-3	11	4
COc1ccc(-n2nc3c(N4CCC(C(=O)NCc5ccco5)CC4)nnc(C)c3c2C)cc1	5	4	5	3	23	7	-1	1	-3
O=C(Nc1ccc(Oc2ccccc2)nc1)C1CCN(Cc2cccc(F)c2)CC1	1	-2	0	7	-6	5	3	-4	-5
CC(C)CN(C(=O)CSc1nnc2ccccn12)c1c(N)n(CC(C)C)c(=O)[nH]c1=O	1	8	3	-2	7	9	5	6	-4

Screens: PubChem BioAssay, The Scripps Research Institute Molecular Screening Center

A portion of the library (hit frequency here may not be typical).
